Screens deposited in PubChem BioAssay by several laboratories.
MsrA inhibitor – bovine MsrA inhibition; purified bovine MsrA, absorbance read-out; inhibition, % at 15.5 µM; 0.75% of 360,000 active; in the data active means inhibition above about 4.5%;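 further: 0% = vehicle wells with enzyme and 100% = reference inhibitor wells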
SKN-1 block – C. elegans SKN-1 inhibition. 0.49% of 360,000 active. AID 624304. C. elegans VP596 Pgst-4::GFP/RFP ratio, acrylamide-induced, 24 h. inhibition, % at 21.8 µM;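 active means interference check ratio from 0.5 to 1.5 plus GFP to RFP signal ratio inhibition reaching or exceeding a fixed threshold, cut at about 30% in these data, passing the limit was not always enough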; further: some compounds called inactive have numbers as strong as hits
FAS TE block – FAS thioesterase (human) inhibition | P49327 | recombinant FAS-TE, OMFH fluorogenic substrate, fluorescence endpoint | inhibition, % at 15 µM | 0.67% of 360,000 active | AID 602261;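 active means compounds whose normalised, plate-corrected inhibition of enzyme fluorescence in the single-dose primary screen is 50% or more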;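 further: 0% = DMSO with enzyme and 100% = substrate without enzyme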
Rin1 Abl inh – blocks binding of human Rin1 to Abl; P00519+Q13671; TR-FRET Rin1/Abl binding, biochemical; inhibition, % at 7.35 µM; 0.4% of 360,000 active; in the data active means inhibition above about 5%, passing the limit was not always enough
MsrA act – activates bovine MsrA enzyme; purified bovine MsrA, absorbance read-out; activation, % at 10.6 µM; 0.3% of 360,000 active; AID 602163; in the data active means activation above about 7.5%;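 further: 0% = vehicle and 100% = reference activator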
CendR NRP1 mod – alters CendR peptide binding to human NRP-1. inhibition, % at 25 µM. 0.85% of 360,000 active. FAM-RPARPAR peptide binding to NRP-1, fluorescence polarization;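 active means inhibition or corrected inhibition above about 18%, plus a signal ratio from 0.5 to 1.5, limit read from the data, passing the limit was not always enough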; further: strong numbers were not always called active
E coli Lon inh – E. coli protease La inhibition. purified E. coli Lon protease, fluorescence polarization. inhibition, % at 7.94 µM. 0.42% of 360,000 active; in the data active means inhibition above about 13%, passing the limit was not always enough;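 further: 0% = enzyme with probe and DMSO and 100% = no enzyme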
Target sequence (P0A9M0 whole entry, looked up): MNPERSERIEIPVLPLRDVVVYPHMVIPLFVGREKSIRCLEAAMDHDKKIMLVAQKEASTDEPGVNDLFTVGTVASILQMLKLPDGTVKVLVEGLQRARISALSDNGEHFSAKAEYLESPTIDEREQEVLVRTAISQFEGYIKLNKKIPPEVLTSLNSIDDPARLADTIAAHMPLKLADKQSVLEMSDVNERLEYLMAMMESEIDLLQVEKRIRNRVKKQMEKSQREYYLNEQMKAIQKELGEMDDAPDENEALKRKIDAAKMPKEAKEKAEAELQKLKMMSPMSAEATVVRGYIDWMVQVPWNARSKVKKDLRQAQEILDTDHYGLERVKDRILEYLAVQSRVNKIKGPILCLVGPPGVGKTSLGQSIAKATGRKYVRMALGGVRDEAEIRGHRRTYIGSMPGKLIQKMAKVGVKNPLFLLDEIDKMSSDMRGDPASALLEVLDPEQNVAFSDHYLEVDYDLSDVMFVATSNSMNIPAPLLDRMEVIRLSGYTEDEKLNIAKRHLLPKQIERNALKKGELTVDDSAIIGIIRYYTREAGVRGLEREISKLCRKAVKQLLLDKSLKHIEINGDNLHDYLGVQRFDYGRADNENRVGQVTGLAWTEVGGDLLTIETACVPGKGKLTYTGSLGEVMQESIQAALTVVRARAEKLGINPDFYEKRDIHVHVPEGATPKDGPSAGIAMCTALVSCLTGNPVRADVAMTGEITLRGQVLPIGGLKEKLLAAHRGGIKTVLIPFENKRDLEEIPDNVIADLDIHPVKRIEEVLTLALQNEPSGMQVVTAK
MT1-MMP act inh – MT1-MMP (human) activation inhibition | HT1080 RFP-PRO-GFP cells, GFP/RFP ratio fluorescence, overnight; percent of plate control window, DMSO zero | GFP/RFP ratio change, % at 20 µM | 0.061% of 360,000 active;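 active means GFP/RFP ratio change of at least 30% with cell ATP level not reduced by more than half and red fluorescence within 50% of control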; further: strong numbers were not always called active
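Assay system: RFP-PRO-GFP reporter HT1080 cells; read-out basis: GFP/RFP fluorescence ratio; benchmarks: DMSO wells and RFP-L50D-GFP cells; doses: 20 µM single dose, 1% DMSO; schedule: overnight cell settling, then overnight compound exposure, 37 °C, 5% CO2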
Neddyl block – blocks human cullin neddylation; TR-FRET cullin neddylation, biochemical; calls only at 25 µM; 0.58% of 360,000 active; AID 651699; in the data active means inhibition above about 36%
The depositor's hits bear a star; i = inactive; x = not tested or not shown; + = active, no number.

| No. | molecule | MsrA inhibitor | SKN-1 block | FAS TE block | Rin1 Abl inh | MsrA act | CendR NRP1 mod | E coli Lon inh | MT1-MMP act inh | Neddyl block |
| --- | --- | --- | --- | --- | --- | --- | --- | --- | --- | --- |
| 1 | COc1ccc(N(CC(O)Cn2c(C)nc3ccccc32)S(=O)(=O)c2ccc(C)cc2)cc1 (centres undefined) | -0.7 | 2 | -3 | -3 | -3 | 15 | 20 | 2 | i |
| 2 | COc1ccc(OCc2nc(-c3ccc(F)c(F)c3)cs2)cc1 | -0.7 | 7 | 20 | 2 | -3 | -2 | 12 | 3 | i |
| 3 | CCn1c(SCC(=O)N2CCCC2)nc2c(c1=O)SCC2 | 1.6 | 10 | -9 | -4 | -4 | -9 | -6 | -1 | i |
| 4 | O=C1CC(N2CCOCC2)C(=O)N1c1ccc2c(c1)OCO2 (centres undefined) | -1.1 | 0 | -9 | -1 | -4 | 15 | -4 | -7 | i |
| 5 | COc1ccc(NC(=O)CC(C)c2ccccc2)cc1S(=O)(=O)N1CCOCC1 (centres undefined) | 0.1 | 4 | -4 | 2 | -4 | -5 | -5 | -1 | i |
| 6 | COc1ccc2c(c1)[nH]c1c(=O)n(CCN3CCOCC3)cnc12 | 0.7 | 4 | -7 | 0 | 1 | 1 | 8 | -4 | i |
| 7 | COc1ccc(OCC(O)COc2ccc(OC)cc2)cc1 | -0.8 | 1 | 0 | -2 | -1 | 0 | -8 | -1 | i |
| 8 | O=C(NCC(c1ccco1)N1CCCC1)c1cccc(NS(=O)(=O)c2ccccc2)c1 (centres undefined) | -0.1 | 19 | -2 | 4 | 5 | -20 | -12 | -2 | i |
| 9 | CC(=O)N/N=C(/C)c1ccc(NC(=O)c2csc(C)c2C)cc1 | 0.5 | -12 | -4 | -1 | -8 | -6 | 7 | -2 | i |
| 10 | CCOc1ccccc1CNCCNCC(C)O (centres undefined) | 0.2 | -2 | -4 | 1 | 4 | -1 | 6 | -3 | i |
| 11 | COc1ccc(NC(=O)CSc2nc(C(C)C)nc3c2c(=O)n(C)c(=O)n3C)c(OC)c1 | 1.4 | -2 | -12 | 0 | -1 | 3 | -3 | -5 | i |
| 12 | O=[N+]([O-])c1cccc(C=NN=C2c3ccccc3-c3ccccc32)c1 | 0.7 | 3 | 28 | 2 | -7 | -4 | -1 | 1 | i |
| 13 | COc1cccc(-c2cnc3c(NC(C)=O)cc(-c4cccc(C(=O)NCCO)c4)cn23)c1 | 0.8 | 2 | -11 | 1 | -2 | -3 | 0 | 4 | i |
| 14 | Cc1cc2cc(C=C(C#N)C#N)c(Cl)nc2cc1C | 0.4 | 4 | -4 | -3 | -3 | -1 | 89* | -25 | i |
| 15 | CCOC(=O)c1cc(C)sc1N1C(=O)C2C3C=CC(C3)C2C1=O (centres undefined) | 0.6 | -1 | -5 | 2 | -4 | -6 | -9 | 3 | i |
| 16 | NC(=O)[C@@H]1CC2(CC(c3cccc(NC(=O)[C@H]4CCC(=O)N4)c3)=NO2)CN1C(=O)COc1ccc(Cl)cc1 (some centres undefined) | -1.4 | 6 | -9 | 1 | -3 | 9 | 2 | 0 | i |
| 17 | Brc1ccc(OCCn2ccnc2)cc1 | -1.1 | 0 | -6 | 0 | 3 | -8 | -7 | 0 | i |
| 18 | O=C(c1ccc(CN2CCOCC2)cc1)N1CCN(c2ccccc2F)CC1 | 0.3 | 4 | -13 | 0 | -9 | 0 | 2 | 1 | i |
| 19 | COc1ccc(CCNC(=O)Cn2nnc(-c3cccc(OC)c3OC)n2)cc1OC | 0.0 | -7 | -7 | -4 | -2 | -11 | -14 | 5 | i |
| 20 | Cc1ccn2c(/C=N/OCc3cccc(F)c3)c(-c3ccc(Cl)cc3)nc2c1 | -0.1 | -6 | 20 | 0 | -8 | 1 | 5 | 0 | x |
| 21 | CCOc1ncccc1C(=O)OCC(=O)NC(=O)c1ccccc1 | -0.7 | 12 | -7 | 1 | -3 | 3 | 3 | 0 | i |
| 22 | CC(Oc1ccc2c3c(c(=O)oc2c1)CCC3)C(=O)NCc1ccccn1 (centres undefined) | 0.3 | 0 | -2 | 1 | -4 | 16 | 4 | -2 | i |
| 23 | COc1ccccc1C(=O)NC(=O)COC(=O)Cc1ccc(F)cc1 | 1.6 | -15 | -9 | 0 | -10 | -7 | -7 | -5 | i |
| 24 | CCN(CC)C(=O)c1ccccc1NC(=O)c1ccccc1C | 1.3 | 1 | -2 | 4 | -4 | -1 | -3 | -2 | i |
| 25 | CC(C)CNS(=O)(=O)c1ccc(CCC(=O)Nc2cc(Cl)ccc2Oc2ccccc2)cc1 | 0.5 | -17 | 33 | -1 | 1 | -2 | 3 | -2 | i |
| 26 | O=C(OCn1nnc2ccccc2c1=O)c1cc(-c2ccccc2)nc2ccccc12 | 0.1 | 3 | 29 | 1 | -1 | 14 | 4 | 6 | i |
| 27 | COc1cnn(-c2ccc(C)cc2)c(=O)c1Cl | -0.8 | 10 | 0 | -4 | 1 | -1 | 8 | 0 | i |
| 28 | O=C(CSc1nc2c(cnn2-c2ccccc2)c(=O)[nH]1)N1CCCCC1 | -0.9 | -5 | -6 | -2 | -7 | -8 | 2 | -3 | i |
| 29 | CCOc1cc2[nH]c(=O)n(CCC(=O)NCCc3ccccc3)c(=O)c2cc1OCC | 1.3 | 13 | -31 | 0 | -6 | 15 | -7 | 1 | i |
| 30 | CC(=O)N1[C@H](Cc2ccccc2)C=C[C@]1(C)C(=O)NCCN1CCOCC1 | -0.7 | 3 | -12 | 0 | -14 | 6 | 3 | -6 | i |
| 31 | CN1CCC(C2(O)c3ccccc3CCc3ccccc32)CC1 | -0.1 | -1 | -12 | 0 | -3 | -2 | 1 | -6 | i |
| 32 | CC(=O)Nc1ccc(C(=O)N2CCCCC2c2cc(C(=O)Nc3ccccc3)no2)cc1 (centres undefined) | -0.8 | 11 | -5 | 0 | -4 | -14 | 4 | -1 | i |
| 33 | Clc1ccc(Cn2ncc3c(N4CCOCC4)ncnc32)cc1 | -1.0 | 29 | 0 | 1 | -4 | -1 | 9 | -2 | i |
| 34 | COc1ccccc1-c1cc(C(=O)NCc2ccc(Cl)cc2)no1 | 0.4 | 10 | 24 | 1 | -3 | -6 | -2 | 3 | i |
| 35 | CN(CCCC(=O)O)c1ccc(N=Nc2ccc([N+](=O)[O-])cc2)cc1 | -0.3 | 2 | 15 | -4 | -2 | 12 | 3 | 53* | i |
| 36 | O=C(O)c1ccccc1C(=O)Nc1ccc(Br)c(C(F)(F)F)c1 | 1.4 | -1 | -3 | 1 | -2 | 4 | 1 | 0 | i |
| 37 | COc1ccccc1/C=C/CN1CCCCC1 | -1.1 | -4 | -3 | -1 | -4 | -8 | -9 | -2 | i |
| 38 | CCOc1ccc(Cc2nn[nH]n2)cc1 | 1.5 | -19 | -8 | -2 | -9 | 4 | -15 | 4 | i |
| 39 | Cc1ccnc(NC(=O)c2cc3ccccc3oc2=O)c1 | 1.7 | 3 | -1 | 0 | -1 | 9 | -4 | 0 | i |
| 40 | CC1CCN(c2nc3c(N)ncnc3n2[C@@H]2O[C@H](CO)[C@@H](O)[C@H]2O)CC1 | -0.5 | 3 | -5 | 1 | 2 | -5 | -5 | 3 | i |
| 41 | CC(=O)NCCNc1nc(NCC2CC2)nc2cc(-c3ccccc3)sc12 | -0.1 | 5 | -5 | -11 | -1 | 1 | 11 | 9 | i |
| 42 | COc1ccc(Nc2nc(-c3cccc([N+](=O)[O-])c3)nc3ccccc23)c(OC)c1 | -0.4 | -7 | 9 | 1 | -6 | 9 | -11 | -2 | i |
| 43 | CCOC(=O)c1cnc(-n2nc(C)cc2C)nc1Nc1ccc(N(C)C)cc1 | -0.5 | -10 | 7 | 1 | -2 | 10 | 12 | -5 | i |
| 44 | N#Cc1ccc(N2CCc3ccccc3C2)c([N+](=O)[O-])c1 | 0.0 | 16 | 30 | -1 | -1 | -6 | -12 | -3 | i |
| 45 | CCNc1ccc(S(=O)(=O)C(F)(F)F)cc1NC(=O)C12CCC(CC1)C2 | -0.5 | 9 | 19 | -1 | -2 | 15 | -1 | 1 | i |
| 46 | CN(C)/C=C(\C(=O)c1cccc(Cl)c1)c1nnnn1-c1ccccc1 | -0.6 | 5 | -2 | -1 | -5 | 2 | -1 | -2 | i |
| 47 | CCCOc1ccc(-c2nnn(CC(=O)N3CCCC(C)C3)n2)cc1 (centres undefined) | -1.3 | -2 | 6 | -8 | -10 | -2 | 1 | 4 | i |
| 48 | O=C(CSc1nnc(-c2ccc(S(=O)(=O)N3CCOCC3)cc2)o1)c1ccccc1F | -0.1 | 5 | -2 | -3 | -2 | -1 | 0 | 6 | i |
| 49 | Cc1ccc(C(=O)C2OC(=O)C(C)(C)C(=O)C2(C)C)cc1 (centres undefined) | 1.1 | -4 | -4 | -3 | -13 | 14 | -7 | 0 | i |
| 50 | CC(C)Sc1ccccc1C(=O)Nc1ccc2c(c1)n(C)c(=O)n2C | -0.5 | -16 | -6 | -3 | -5 | -2 | 3 | 8 | i |
| 51 | O=C1CC(N2CCN(c3ccccn3)CC2)C(=O)N1CC(c1ccccc1)c1ccccc1 (centres undefined) | -0.8 | -14 | 9 | 2 | -6 | -8 | 4 | 4 | i |
| 52 | O=C(O)c1nn(-c2cccc(Cl)c2)c(=O)cc1O | -1.1 | -4 | 1 | 0 | -5 | 1 | -4 | -1 | i |
| 53 | OCCCn1c(-c2ccccc2)nc(=S)c2c1CCCC2 | 3.6 | -1 | -4 | -1 | -2 | 8 | -3 | -2 | i |
| 54 | O=C(C[n+]1ccccn1)c1ccccc1 | -0.1 | 6 | -7 | 1 | -5 | -6 | -21 | -1 | i |
| 55 | O=C(C1CCCCC1)N1CCc2ccccc21 | -1.3 | 18 | -1 | 2 | -1 | -2 | 14 | 7 | i |
| 56 | COC(=O)CN(C(=S)Nc1ccc(F)cc1)C1CC(=O)N(c2ccccc2)C1=O (centres undefined) | -0.8 | -1 | -4 | -2 | -3 | -4 | 1 | -3 | i |
| 57 | CC1CCN(S(=O)(=O)c2ccc(C(=O)N3CCCC(C(F)(F)F)C3)cc2)CC1 (centres undefined) | -2.0 | 3 | 9 | -3 | -3 | 4 | 1 | -2 | i |
| 58 | O=C(COc1ccccc1-c1ccccc1)N/N=C/c1cccnc1 | -0.4 | -8 | 1 | -1 | -2 | -4 | 3 | 2 | i |
| 59 | CN(C)CCCNc1ncnc2oc(-c3ccccc3)c(-c3ccccc3)c12 | 1.6 | -5 | 2 | -3 | -3 | -9 | -2 | -11 | + |
| 60 | COc1ccccc1C1NC=C([N+](=O)[O-])C=C1[N+](=O)[O-] (centres undefined) | 2.3 | 10 | -3 | -2 | -5 | -4 | -4 | -4 | i |

Next compounds follow.
| No. | molecule | MsrA inhibitor | SKN-1 block | FAS TE block | Rin1 Abl inh | MsrA act | CendR NRP1 mod | E coli Lon inh | MT1-MMP act inh | Neddyl block |
| --- | --- | --- | --- | --- | --- | --- | --- | --- | --- | --- |
| 61 | Cc1ccc(NC(=O)N2CCCC2C(=O)NCC2CCCCC2)cc1 (centres undefined) | -0.1 | 11 | 2 | -2 | -3 | 6 | 5 | 1 | i |
| 62 | COc1ccc(N=Nc2cnc(C)nc2-c2ccccc2)cc1 | 2.6 | 11 | 7 | -2 | -6 | -7 | 2 | -1 | i |
| 63 | CCc1nnc(NC(=O)CS(=O)(=O)c2ccccc2)s1 | -1.7 | 19 | -4 | 2 | -3 | 0 | -3 | -1 | i |
| 64 | CC1=NN(c2ccccc2)C(=O)C1C(=S)SC1CC(=O)NC1=O (centres undefined) | 1.7 | 8 | 5 | 0 | -4 | 14 | -2 | 5 | i |
| 65 | O=C(CSc1nnc(-c2cccc(F)c2)o1)N1CCCC1 | 0.0 | 8 | 0 | 0 | -3 | 10 | 9 | -3 | i |
